bIAP inhibitor = intestinal alkaline phosphatase (bovine) inhibition; 190,000 tested, under 10 active; purified bovine IAP, CDP-star luminescence, 30 min; inhibition, % at 20 µM;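 active means over 50% inhibition of intestinal alkaline phosphatase at 20 µM in the single-dose screen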
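System: purified bovine intestinal alkaline phosphatase (IAP) enzyme; Input: IAP diluted 1/65,000,000 in the well; Measured by: CDP-star luminescence signal; Compound dosing: 20 µM single dose; Incubation: 30 min reaction at room temperature.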
STAT1 inh = reduces IFN-gamma driven STAT1 reporter signal; AID 920; NIH 3T3 STAT1-luciferase reporter, luminescence; inhibition, % at 5.5 µM; 0.35% of 200,000 active;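 active means inhibition above a set limit, the mean inhibition across all tested compounds plus 3 SD, cut at about 34% in these data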;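 further: 0% = IFN-gamma with DMSO and 100% = IFN-gamma with 300 µM nifuroxazide; values of inactives mirror those of a sister screen read the other way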
bIAP activator = intestinal alkaline phosphatase (bovine) activation | 0.17% of 200,000 active | activation factor at 20 µM | purified bovine IAP, CDP-star luminescence, 30 min; stronger effect = higher value; fold of DMSO-control signal, blank-subtracted;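 active means activation factor of 2 or more at 20 µM, a signal rise over negative controls twice the positive control's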
ROMK mod = human ROMK K+ channel modulation, primary screen. Tet-inducible ROMK, thallium flux fluorescence; actives lie on both sides. B-score at 10 µM. 2% of 130,000 active. AID 1918;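 active means signal ratio slope over the read window, or its plate-corrected B-score, at least 3 SD from the plate mean, either direction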;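 further: B-score of the F/F0 ratio slope over 7 to 12 s after thallium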
Target sequence (P48048 whole entry, looked up): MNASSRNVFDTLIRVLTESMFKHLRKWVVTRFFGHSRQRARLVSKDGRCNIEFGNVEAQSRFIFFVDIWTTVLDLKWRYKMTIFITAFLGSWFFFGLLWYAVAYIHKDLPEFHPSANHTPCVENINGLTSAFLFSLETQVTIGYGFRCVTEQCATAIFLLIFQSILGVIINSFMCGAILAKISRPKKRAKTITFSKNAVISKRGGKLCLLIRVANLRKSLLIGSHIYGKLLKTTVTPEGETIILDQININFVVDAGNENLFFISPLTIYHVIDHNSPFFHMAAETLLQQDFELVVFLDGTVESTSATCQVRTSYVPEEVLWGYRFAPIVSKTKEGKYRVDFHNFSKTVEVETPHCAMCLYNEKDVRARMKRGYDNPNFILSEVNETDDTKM
STAT3 inh = STAT3 signaling inhibition; U3A cells, IL-6 STAT3-luciferase reporter, luminescence; host cell line lacks STAT1; inhibition, % at 5.5 µM; 0.89% of 190,000 active; AID 862;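 active means inhibition above the mean inhibition across all screened compounds plus 3 SD, cut at about 44% in these data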;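 further: 0% = DMSO only wells and 100% = 100 µM nifuroxazide control wells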
PPARg SRC3 recr = PPARgamma-driven SRC-3 recruitment agonism. activation, % at 8 µM. P37231. biochemical PPARgamma/SRC-3 coactivator recruitment assay. 0.26% of 200,000 active; in the data active means activation above about 23%;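 further: 0% = DMSO and 100% = reference agonist; some compounds past the cut are filed as inactive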
Target sequence (P37231 whole entry, looked up): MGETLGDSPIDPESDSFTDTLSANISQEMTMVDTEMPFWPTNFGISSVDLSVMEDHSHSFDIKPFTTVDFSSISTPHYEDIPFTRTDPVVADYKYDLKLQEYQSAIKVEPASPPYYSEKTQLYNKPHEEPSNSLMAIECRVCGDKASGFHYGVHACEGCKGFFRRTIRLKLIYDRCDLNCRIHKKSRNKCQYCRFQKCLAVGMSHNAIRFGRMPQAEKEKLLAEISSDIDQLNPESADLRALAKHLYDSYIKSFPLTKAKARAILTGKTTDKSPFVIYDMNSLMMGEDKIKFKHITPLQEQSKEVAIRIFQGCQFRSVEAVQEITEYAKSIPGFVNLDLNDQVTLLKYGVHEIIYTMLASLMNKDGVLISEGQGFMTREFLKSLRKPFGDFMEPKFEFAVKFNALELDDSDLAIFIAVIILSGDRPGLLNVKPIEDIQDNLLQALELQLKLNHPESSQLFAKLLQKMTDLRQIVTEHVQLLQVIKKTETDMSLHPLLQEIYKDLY
PPARg SRC-1 ag = agonists of human PPARgamma SRC-1 coactivator recruitment. P37231. PPARgamma-SRC-1 coactivator recruitment biochemical assay. activation, % at 8 µM. 0.41% of 200,000 active. AID 631; in the data active means activation above about 19%;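 further: 0% = DMSO and 100% = reference agonist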
STAT3 act = activators of IL-6 induced STAT3 signaling. 0.91% of 190,000 active. U3A cells, IL-6 STAT3-luciferase reporter, luminescence; 100% = signal with IL-6 EC80 alone. AID 871. activation (% of control), % at 5.6 µM;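 active means activation above the screen-wide mean of compound activation plus 3 SD, cut at about 130% in these data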;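 further: 0% = background luminescence of wells with medium and substrate only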
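Material: STAT1-lacking human U3A cells, STAT3 luciferase reporter | Benchmarks: IL-6-only wells as 100% reference | Probe or stimulus: IL-6 (33 ng/mL) | Timing: Compound 1 h, then IL-6 6 h at 37 °C | Detection: Luminescence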
PPARg SRC2 recr = PPARgamma-driven SRC-2 recruitment agonism | P37231 | AID 1032 | PPARgamma LBD-SRC-2 recruitment, biochemical | activation, % at 8 µM | 0.34% of 200,000 active; in the data active means activation above about 22%;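 further: 0% = vehicle and 100% = reference agonist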
TR-FRET SRC-2 ct = TR-FRET artefact, counter-screen to PPARgamma/SRC-2 agonist assay | stronger effect = higher value | TR-FRET ratio at 8 µM | 0.4% of 200,000 active | AID 1049; in the data active means TR-FRET ratio above about 2000; further: inactives centre near 1500
TNAP act hi DEA = increases human TNAP activity under high phosphate acceptor concentration | P05186 | purified TNAP, CDP-star luminescence, 1 M DEA, 30 min; stronger effect = higher value; 0 = EDTA background, 1 = DMSO-only activity | activation factor at 20 µM | 200,000 tested, under 10 active | AID 1136;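 active means activation factor at least 2 at 20 µM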
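Test system – human TNAP · Doses – 20 µM single point · Incubation – 30 min, room temperature · Signal – luminescent substrate turnover signal · Read-out basis – activation factor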
* marks the source's active call; other numbers are inactive results; . = not tested or not shown.

SMILES	bIAP inhibitor	STAT1 inh	bIAP activator	ROMK mod	STAT3 inh	PPARg SRC3 recr	PPARg SRC-1 ag	STAT3 act	PPARg SRC2 recr	TR-FRET SRC-2 ct	TNAP act hi DEA
O=C(Nc1cc([N+](=O)[O-])ccc1Cl)c1ccc2c(c1)OCO2	-11	-3	1.1	1.4	-9	-1	7	112	-5	1637	0.9
Cc1ccc2nc(NCCCNC(=O)c3cnccn3)c(C#N)cc2c1	-8	5	1.1	.	11	-14	-1	99	-7	1393	1
O=C(CSc1nc2[nH]ncc2c(=O)n1-c1ccccc1)N1CCCCCC1	-40	0	1.4	-0.083	1	-1	-1	103	4	1475	1.1
COc1cc(OC)nc(NC(=O)NS(=O)(=O)c2ccc(F)cc2)n1	-9	-6	1.1	.	6	1	2	100	-1	1405	1
COc1ccc(OCc2cccc(C(=O)NN)c2)cc1	-1	65*	1	.	98*	-1	0	19	-12	1433	1
O=C(NC1CCCC1)C(c1cccs1)N(Cc1ccco1)C(=O)c1csnn1 (stereo unspecified)	3	-11	1	0.59	10	-1	1	97	1	1550	1.1
C=CCNc1sc(C(=O)c2ccccc2)c(N)c1C#N	22	-2	0.8	.	-13	-1	2	116	2	1478	1
Cc1c(NC(=O)C2CC(c3cccc(Br)c3)=NO2)c(=O)n(-c2ccccc2)n1C (stereo unspecified)	4	3	1	-0.29	8	-1	-1	101	-5	1589	1.1
CN(C)/C=N/c1[nH]ncc1C#N	-14	5	1.1	0.67	11	-1	3	98	-2	1770	1
CCN(CC)C(=O)C1CC(=O)OC1(C)C (stereo unspecified)	-6	-4	1.1	.	7	8	2	97	5	1548	1
COc1cc(N2CCCC2)c(OC)cc1/C=c1/sc2nc3ccccc3n2c1=O	33	0	0.7	-2.5	-14	-3	6	114	1	1611	0.8
COc1ccc(N2CCN(CC(=O)Nc3ccccc3SC)CC2)cc1	2	1	1	-0.026	12	1	-1	94	3	1736	1
O=C(O)CCc1ccc(-c2ccc(Cl)cc2)n1NC(=O)c1ccc(O)cc1	7	-1	0.9	.	13	4	-3	95	8	1720	1
CC1CC(C)CN(c2cc(=O)n(Cc3ccc(F)cc3)c(=O)[nH]2)C1 (stereo unspecified)	6	2	0.9	.	11	1	3	98	-1	1555	1
COc1cc(CO)ccc1OCC(=O)Nc1ccc(Br)cc1	-1	-18	1	-0.72	-34	4	3	133*	3	1512	1
O=C(N/N=C/c1ccc(OC(=O)c2ccccc2)cc1)c1cccc(O)c1	6	-19	0.9	0.78	5	5	4	100	15	1935	1
CNC(=O)CN1C(=O)NC2(CCc3ccccc32)C1=O (stereo unspecified)	4	-2	1	0.38	-4	-4	5	103	6	1660	1
COc1ccc(C2Nc3ccccc3C(=O)N2c2ccc(C)cc2)cc1Cn1cc([N+](=O)[O-])cn1 (stereo unspecified)	6	-20	0.9	.	-1	10	-3	111	10	1755	1
CCOC(=O)c1c(NC(=S)Nc2ccccc2)sc2c1CCCCC2	10	-4	0.9	-0.35	2	0	-4	99	9	1473	1
CC(=O)Nc1nc2c(c3c1c(=O)oc1ccccc13)CC(C)CC2 (stereo unspecified)	12	12	0.9	.	-1	0	-2	102	6	1463	1
O=C(C1CCC1)N1CCc2cc(S(=O)(=O)Nc3ccc4c(c3)OCCO4)ccc21	-1	22	1	1.4	65*	-8	2	49	-7	1402	1.1
Cc1ccc2nc(SCC(=O)Nc3ccc(C(N)=O)cc3)[nH]c2c1	-33	2	1.3	0.15	12	3	1	93	6	1486	1
O=C(CSCc1ccccc1)N1CCN(c2ccc(F)cc2)CC1	4	-1	1	-1.4	3	-10	0	104	4	1491	1.1
CN(C)CCCOC(=O)c1ccccc1Cl	5	4	1	0.67	7	-3	-3	99	4	1435	1
O=C(CSc1nc2nc[nH]c2c(=O)[nH]1)NC1CCCCC1	-23	8	1.2	.	10	4	-1	93	18	1800	1
Cc1cc(NC(=O)c2ccc(NC(=O)C(C)Oc3ccccc3)cc2)no1 (stereo unspecified)	-2	-9	1	1.4	1	-6	1	105	3	1363	1
Cc1nc(C(=O)Nc2cccc(Cl)c2)nn1-c1cc(OC(C)C)c(Cl)cc1Cl	14	12	0.9	.	16	-3	2	92	3	1615	1
CN(C)[C@@H](CO)c1nnc([C@H](CC(=O)O)NC(=O)C2CCNCC2)o1	7	-1	0.9	.	.	1	-5	.	9	1634	1
Cc1cccc(CC2CC(=O)N(CCc3ccc4c(c3)OCO4)C2=O)c1 (stereo unspecified)	6	4	0.9	-0.47	8	3	-1	97	10	1490	1.1
CCOC(=O)C1(Cc2cccc(F)c2)CCN(C(=O)C2CCOCC2)CC1	-11	-6	1.1	1.4	3	2	2	101	9	1570	1
O=C(Cn1cc2c(n1)CCCCC2)Nc1c(F)c(F)cc(F)c1F	7	1	0.9	.	12	1	-1	97	4	1708	1
O=C(c1ccccn1)N1CCN(C(=O)c2ccccn2)CC1	4	0	1	.	4	-9	-8	105	-2	1515	1
Nc1c(N(CCO)C(=O)COc2ccc(Cl)cc2)c(=O)[nH]c(=O)n1Cc1ccccc1	14	-17	0.9	0.33	-4	-2	-1	106	7	1424	1
O=C(Nc1ccccc1)c1ccc(-c2ccc(Br)cc2)o1	11	-22	0.9	-0.41	13	12	6	92	13	1738	1
O=C(COC(=O)CCc1nc2ccccc2s1)Nc1ccc(Cl)cn1	14	3	0.9	.	-1	-1	5	100	0	1730	1
O=C(COc1ccc(S(=O)(=O)N2CCOCC2)cc1)Nc1ccc(Cl)c(C(F)(F)F)c1	8	7	0.9	.	13	5	6	91	6	1512	1
CC1Cc2ccccc2N1C(=O)c1cnc2sccn2c1=O (stereo unspecified)	-12	-2	1.1	.	-16	-3	-2	121	3	1468	1
CCn1ccc(C(=O)Nc2ccc(Cl)cn2)n1	-2	-34	1	.	15	2	-1	95	0	1709	1.1
CC(=O)Cn1c2ccccc2n2nc(CCC(=O)O)c(=O)nc12	20	-10	0.8	.	5	7	-7	102	2	1650	1.1
Cc1nc2cc(NC(=O)NC3CC3)ccc2n1C	-19	-7	1.2	-0.77	8	1	-1	98	0	1666	1
CC(C)C(OC(=O)CN1C(=O)COc2ccccc21)C(=O)NC1CCCC1 (stereo unspecified)	1	7	1	-1.7	6	4	9	97	-6	1583	1
COc1cccc(N=C2SC(C(=O)Nc3ccccc3F)CC(=O)N2C)c1 (stereo unspecified)	-2	0	1	0.83	1	-18	0	103	-10	1479	1
CN(CCNC(=O)C1CC(=O)N(C2CCCC2)C1)Cc1ccccc1 (stereo unspecified)	.	1	.	.	-6	-2	2	109	-11	1515	.
Cc1ccsc1/C=N/NC(=O)CNC(=O)c1ccc(S(=O)(=O)N(C)C)cc1	4	8	1	-0.87	6	0	1	95	5	1565	1
O=C(OCc1ccccc1)C1CCCN1C(=O)c1cccs1 (stereo unspecified)	8	7	0.9	.	16	-8	-7	91	-4	1397	1
CCN(CC)CCOC(=O)c1c(C)oc2ccc(O)cc12	12	6	0.9	.	14	-3	0	92	1	1483	1
Cc1cccc2cc(C(c3nnnn3CC3CCCO3)N3CCc4ccccc4C3)c(=O)[nH]c12 (stereo unspecified)	0	-5	1	-0.55	-6	-13	6	109	-6	1478	1
COc1ccccc1/C=N/NC(=O)C(C)Cn1cnc2ccccc21 (stereo unspecified)	27	-5	0.7	.	-13	1	0	106	0	1462	1.1

Taken from above.
STAT3 act result of CC(=O)Cn1c2ccccc2n2nc(CCC(=O)O)c(=O)nc12 = 102
TR-FRET SRC-2 ct result of Cc1nc2cc(NC(=O)NC3CC3)ccc2n1C = 1666
PPARg SRC3 recr result of CCn1ccc(C(=O)Nc2ccc(Cl)cn2)n1 = 2

Additional structures follow.
SMILES	bIAP inhibitor	STAT1 inh	bIAP activator	ROMK mod	STAT3 inh	PPARg SRC3 recr	PPARg SRC-1 ag	STAT3 act	PPARg SRC2 recr	TR-FRET SRC-2 ct	TNAP act hi DEA
O=C(c1ccccc1F)N1CCc2ccccc21	16	5	0.8	-0.53	8	-4	-3	100	-1	1584	1
Cc1ccc(NC(=O)COc2ccc(-n3cnnn3)cc2)cc1C	6	-11	0.9	-0.29	7	6	5	96	3	1552	1
CC1=C(C(=O)OCc2ccccc2)C(c2ccc(C)o2)C2=C(CCCC2=O)N1 (stereo unspecified)	8	8	0.9	0.35	22	-3	6	85	8	1702	1
Cn1cccc1-c1nc2ccccc2n1C	4	-1	1	.	16	5	-3	89	2	1631	1
Cc1cccc(C)c1NC(=O)CN(C)CC(=O)Nc1ccc(F)c(Cl)c1	1	-4	1	-0.017	-4	0	2	106	0	1540	1
ONc1cccnc1-n1nc(C(F)(F)F)cc1C(F)(F)F	9	5	0.9	-0.58	0	7	-1	102	1	1635	1
CC(Oc1ccc(-c2ccccc2)cc1)C(=O)N1CCOCC1 (stereo unspecified)	2	-11	1	.	-5	0	-5	109	-1	1565	1
CCc1ccc(NC(=O)CN(c2cccc(C)c2)S(C)(=O)=O)cc1	19	-4	0.8	0.52	-4	-5	0	104	-2	1434	1.1
CCN(C(=O)CSc1nc(-c2ccccc2)c(-c2ccccc2)[nH]1)C1CCS(=O)(=O)C1 (stereo unspecified)	-5	1	1	0.15	6	5	-5	99	11	1667	1
Brc1ccc(CSc2nnc(-c3cnccn3)n2Cc2ccco2)cc1	14	14	0.9	0.62	-13	4	5	114	-6	1714	1
CCC(=O)Nc1sccc1C(=O)OC	10	0	0.9	.	10	0	5	95	5	1715	1
Nc1nc(NCC2CCCO2)nc(NCC2CCCO2)c1[N+](=O)[O-] (stereo unspecified)	2	0	1	.	29	2	4	78	5	1662	1

Next section; the last four above are carried over.
SMILES	bIAP inhibitor	STAT1 inh	bIAP activator	ROMK mod	STAT3 inh	PPARg SRC3 recr	PPARg SRC-1 ag	STAT3 act	PPARg SRC2 recr	TR-FRET SRC-2 ct	TNAP act hi DEA
CCN(C(=O)CSc1nc(-c2ccccc2)c(-c2ccccc2)[nH]1)C1CCS(=O)(=O)C1 (stereo unspecified)	-5	1	1	0.15	6	5	-5	99	11	1667	1
Brc1ccc(CSc2nnc(-c3cnccn3)n2Cc2ccco2)cc1	14	14	0.9	0.62	-13	4	5	114	-6	1714	1
CCC(=O)Nc1sccc1C(=O)OC	10	0	0.9	.	10	0	5	95	5	1715	1
Nc1nc(NCC2CCCO2)nc(NCC2CCCO2)c1[N+](=O)[O-] (stereo unspecified)	2	0	1	.	29	2	4	78	5	1662	1
N#Cc1c(C(F)(F)F)cc(-c2ccccc2)nc1SCC(=O)N1CCOCC1	-4	3	1	.	2	-2	5	107	-7	1464	1.1
COc1ccc(-n2c(SCC(=O)NNC(=O)c3ccc(C)cc3)nnc2-c2ccncc2)cc1	-1	3	1	0.4	3	3	6	98	-1	1748	1
O=C(Nc1ccc(N2CCOCC2)nc1)c1ccc(C(F)(F)F)cc1	-10	-2	1.1	-0.22	61*	2	6	51	0	1543	1
COc1ccc(/C=C/C(=O)NCCc2ccc(S(N)(=O)=O)cc2)cc1	-6	3	1.1	0.85	13	6	3	91	-2	1742	1
